Tau FP inhib = inhibitors of human tau fibril formation; Potency, µM (top dose mostly 57.7 µM), for the others: at the highest dose activity, negative = inhibition, usual class: inhibitors; AID 1468; K18 P301L tau heparin fibrillization, Alexa594 FP, 6 h; hit rate 0.39% among 280,000; P10636; note: nearly all actives have a fitted effect of over 55% in size
Target sequence (P10636 561-689 P618L limits assumed): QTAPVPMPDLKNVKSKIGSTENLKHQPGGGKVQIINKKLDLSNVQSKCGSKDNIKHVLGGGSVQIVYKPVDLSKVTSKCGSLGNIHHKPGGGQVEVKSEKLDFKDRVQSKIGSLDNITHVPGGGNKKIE
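Steps: dispense K18 P301L tau (15 uM plus 0.24 uM Alexa 594 tracer, final) in pH 7 sodium acetate; add compound; add heparin (20 uM final); incubate 6 hr, 37 C; add ThT (30 uM final); after 1 hr ambient, read FP.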
Tau fibril ThT = inhibitors of human tau fibril formation, thioflavin T binding | P10636 | recombinant tau K18 P301L, heparin-induced fibrillization, ThT fluorescence | AID 1460 | Potency, µM (highest dose often 57.4 µM), without a hit: at the highest dose activity, negative = inhibition, most hits filed as inhibitors | hit rate 2.1% among 270,000; note: nearly all actives have a fitted effect of over 55% in size
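Aggregation was driven by heparin (20 uM final) acting on recombinant tau […] bearing P301L in 100 mM sodium acetate pH 7; fibrils were detected with Thioflavin T.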
Tau fluor counter = counter-screen for tau fibril formation inhibitors; tau K18 P301L Alexa594 fluorescence, heparin fibrillization; Potency, µM (top dose mostly 57.7 µM), for inactives: top-dose activity change, negative = decrease; hit rate 0.93% among 280,000; AID 1463; note: nearly all actives have a fitted effect of over 55% in size
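Human tau K18 P301L (15 uM unlabeled, 0.24 uM Alexa 594-labeled) in 100 mM sodium acetate pH 7 with 20 uM heparin, 6 hr at 37 C. ThT 30 uM added, 1 hr ambient; Alexa 594 FP and total fluorescence read at 555/632 nm.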
* = called active by the depositor; ? = inconclusive; [ ] = dose if it differs, or a comment. Calls come from the whole dose curve; as a rule, active = well fitted curve in the direction sought with a large enough effect; inconclusive = small, poorly fitted or top-dose-only effect, or another doubt; inactive = no such curve, though single readings can be large; an effect the other way counts as inactive or inconclusive. % is set by controls: 0 for no effect and ±100 for the full control effect; potency is the fitted concentration of half-maximal effect.

Preview, 12 compounds:
No.	SMILES	Tau fibril ThT	Tau FP inhib	Tau fluor counter
1	O=C(c1ccc2c(c1)N(Cc1cccc(Cl)c1)C(=O)c1ccccc1S2=O)N1CCN(c2cccc(C(F)(F)F)c2)CC1 (stereo not drawn)	-7%	-9%	-8%
2	COc1ccc(C(=O)NCc2ccc3c(c2)CCN3C(=O)c2ccc(F)cc2)cc1	-1%	-3%	-10%
3	CCOc1ccc(NC(=O)c2c(NCc3cccc(OC)c3OC)sc3c2CCC3)cc1	-9%	-3%	-13%
4	O=C(CSc1nccn1Cc1ccco1)Nc1ccc(OC(F)(F)F)cc1	-15%	-9%	-27%
5	CCOC(=O)c1ccc(N2CCN(c3cccc(Cl)c3)CC2)c(NC(=O)Nc2ccc(OC)cc2OC)c1	1%	3%	-6%
6	Cc1cccc(-n2ncc(C(=O)N3CCN(C4CCCCC4)CC3)c2C2CCN(C(=O)OC(C)(C)C)CC2)c1	-8%	-5%	-3%
7	COc1cccc2c1Oc1ncccc1N(C(=O)CCC(=O)NCc1ccc(OC(C)C)cc1)C2	-6%	-9%	-11%
8	CCc1ccc(CNC(=O)CCc2c(C)nn(-c3ccc(N4CCCCC4)nn3)c2C)cc1	?	-1%	-5%
9	CCn1ccc2c(OCC(=O)Nc3ccccc3C)cccc2c1=O	-12%	-2%	-11%
10	CCOC(=O)c1c(C)[nH]c(C)c1S(=O)(=O)N1CCCC(C(=O)Nc2cccc(C)n2)C1 (stereo not drawn)	-1%	2%	0%
11	CCc1ccc(NC(=O)CC(c2cc(OC)c(OC)c(OC)c2)N2Cc3ccccc3C2=O)cc1 (stereo not drawn)	8%	3%	-5%
12	CCN(Cc1ccccc1)C(=O)C1CCN(S(=O)(=O)c2ccc3c(c2)CCCN3C(C)=O)CC1	-1%	2%	-8%

The listing, previewed entries included:
No.	SMILES	Tau fibril ThT	Tau FP inhib	Tau fluor counter
1	O=C(c1ccc2c(c1)N(Cc1cccc(Cl)c1)C(=O)c1ccccc1S2=O)N1CCN(c2cccc(C(F)(F)F)c2)CC1 (stereo not drawn)	-7%	-9%	-8%
2	COc1ccc(C(=O)NCc2ccc3c(c2)CCN3C(=O)c2ccc(F)cc2)cc1	-1%	-3%	-10%
3	CCOc1ccc(NC(=O)c2c(NCc3cccc(OC)c3OC)sc3c2CCC3)cc1	-9%	-3%	-13%
4	O=C(CSc1nccn1Cc1ccco1)Nc1ccc(OC(F)(F)F)cc1	-15%	-9%	-27%
5	CCOC(=O)c1ccc(N2CCN(c3cccc(Cl)c3)CC2)c(NC(=O)Nc2ccc(OC)cc2OC)c1	1%	3%	-6%
6	Cc1cccc(-n2ncc(C(=O)N3CCN(C4CCCCC4)CC3)c2C2CCN(C(=O)OC(C)(C)C)CC2)c1	-8%	-5%	-3%
7	COc1cccc2c1Oc1ncccc1N(C(=O)CCC(=O)NCc1ccc(OC(C)C)cc1)C2	-6%	-9%	-11%
8	CCc1ccc(CNC(=O)CCc2c(C)nn(-c3ccc(N4CCCCC4)nn3)c2C)cc1	?	-1%	-5%
9	CCn1ccc2c(OCC(=O)Nc3ccccc3C)cccc2c1=O	-12%	-2%	-11%
10	CCOC(=O)c1c(C)[nH]c(C)c1S(=O)(=O)N1CCCC(C(=O)Nc2cccc(C)n2)C1 (stereo not drawn)	-1%	2%	0%
11	CCc1ccc(NC(=O)CC(c2cc(OC)c(OC)c(OC)c2)N2Cc3ccccc3C2=O)cc1 (stereo not drawn)	8%	3%	-5%
12	CCN(Cc1ccccc1)C(=O)C1CCN(S(=O)(=O)c2ccc3c(c2)CCCN3C(C)=O)CC1	-1%	2%	-8%
13	Cc1ccc(C)c(N2CCN(CCCNc3ncnc4onc(-c5ccc(Cl)cc5)c34)CC2)c1	-17%	4%	-29%
14	COc1cccc(-n2c(SCC(=O)Nc3nnc(C)s3)nc3c([nH]c4ccccc43)c2=O)c1	9%	-8%	-25%
15	COc1ccccc1CNC(=O)c1cnc(N(C)C)nc1	3%	1%	8%
16	COc1ccccc1NC(=O)CN1C(=O)C2(SCC(=O)N2c2ccc(F)c(F)c2)c2ccccc21 (stereo not drawn)	0%	-12%	-27%
17	COc1ccc(CNC(=O)c2ccc(-c3nc(CS(=O)c4ccc(C)cc4)c(C)o3)cc2)cc1 (stereo not drawn)	9%	6%	10%
18	Cc1cccc(CNC(=O)CN2C(=O)C3CCCCN3c3ccc(C(=O)N4CCCC4)cc32)c1 (stereo not drawn)	13%	-3%	8%
19	O=C(NCC(c1ccc2c(c1)OCO2)N1CCOCC1)c1cccc(Cl)c1 (stereo not drawn)	0%	10%	-7%
20	Cc1ccc(-c2nn(CC(=O)NC3CCCC3)c3c2cnc2ccc(F)cc23)cc1C	-17%	-3%	1%
21	Cc1cccc(N2C(=O)C(CC(=O)Nc3cccc(F)c3)N(Cc3cccs3)C2=O)c1 (stereo not drawn)	12%	-14%	-26%
22	Cn1ccc2c(OCC(=O)Nc3ccc([N+](=O)[O-])cc3)cccc2c1=O	?	-15%	-27%
23	O=C(CCSCCc1ccccn1)Nc1ccc(Cl)cc1	4%	-6%	-7%
24	CCc1ccc(CN2CCc3nc(Nc4ccccc4)ncc3C2)cc1	?	-6%	-21%
25	CCc1ccc(CNC(=O)CCc2c(C)nn(-c3ccc(N4CCCC4)nn3)c2C)cc1	-9%	-1%	-2%
26	Cc1ccccc1Cn1cnc2nc3c(cc2c1=O)CC(C)CC3 (stereo not drawn)	-1%	-2%	-2%
27	O=C(C1COc2cc(S(=O)(=O)Nc3ccc(Cl)cc3)ccc2O1)N1CCCC1 (stereo not drawn)	1%	-9%	-11%
28	Cc1cccc(C(=O)N2CCc3cc(CNS(=O)(=O)c4ccc(Cl)s4)ccc32)c1	3%	-4%	0%
29	CSc1ccc(CNC(=O)c2cc3cc(S(=O)(=O)N4CCCCC4)ccc3n2C)cc1	4%	-3%	-18%
30	Cc1ccc(NC(=O)Cn2c(=O)c(CNc3ccccc3)cc3cc4c(cc32)OCCO4)cc1	-13%	?	?
31	COc1ccc(C2=CC(c3ccc(N(C)C)cc3)n3nnnc3N2)cc1 (stereo not drawn)	-21%	0%	-23%
32	O=S(=O)(NCCc1csc(-c2ccc(F)cc2)n1)c1ccc(Cl)cc1	-10%	6%	?
33	COc1ccc(OC)c(NC(=O)c2cc(CN3CCCC3)on2)c1	-4%	2%	-6%
34	CC(C)(C)c1ccc(C(=O)NC(Cc2c[nH]c3ccccc23)C(=O)OCC(=O)c2ccc(Br)cc2)cc1 (stereo not drawn)	-8%	-14%	?
35	Cc1ccc(CN2CCc3nc(N4CCN(c5ccccc5F)CC4)ncc3C2)cc1C	-14%	9%	3%
36	CCc1ccc(CN2CCc3nc(N4CCN(c5ccccc5F)CC4)ncc3C2)cc1	-9%	1%	1%
37	CCN1CCN(C(=O)c2cnn(-c3cccc(C)c3)c2C2CCN(C(=O)OC(C)(C)C)CC2)CC1	5%	-10%	1%
38	COc1ccc(N2CCN(C(=O)c3cccn4c(=O)c5ccc(Cl)cc5nc34)CC2)cc1	14%	8%	1%
39	CCc1ccc(NC(=O)c2ccc3[nH]c(C)c(C)c3c2)cc1	?	?	-27%
40	COC(=O)c1ccc(OCC2c3cc(OC)c(OC)cc3CCN2C(=O)c2cccc(C)c2)cc1 (stereo not drawn)	-16%	6%	-10%
41	O=C(Nc1ccc(F)cc1F)C1CCN(S(=O)(=O)c2ccc3[nH]c(=O)ccc3c2)CC1	-5%	1%	-8%
42	CCCCNC(=O)C1CCC(CNS(=O)(=O)c2ccc(Cl)cc2)CC1 (stereo not drawn)	-8%	4%	-3%
43	CCOC(=O)C1CCN(C(=O)C2CCN(S(=O)(=O)c3c(C)noc3/C=C/c3ccc(C)cc3)CC2)CC1	-20%	-1%	-8%
44	COc1cc2cc(CNc3ccccc3)c(=O)n(CC(=O)Nc3cccc(Cl)c3C)c2cc1OC	-14%	?	?
45	CCOC(=O)c1c(C)[nH]c(C)c1S(=O)(=O)N1CCCC(C(=O)NCc2ccc(Cl)cc2)C1 (stereo not drawn)	9%	-3%	-3%
46	COc1ccc(NC(=O)C2CCN(S(=O)(=O)c3ccc4c(c3)CCCC(=O)N4)CC2)cc1Cl	7%	-1%	2%
47	COc1ccc2sc(N(Cc3cccnc3)C(=O)c3cccs3)nc2c1	-6%	-11%	-20%
48	Cc1ccc(-n2nc3c(N4CCC(C(=O)NCCc5ccccc5)CC4)nnc(C)c3c2C)cc1	7%	-2%	11%

Some of these compounds in order of the Tau fibril ThT value, descending.
| nr | Structure | Tau fibril ThT |
| --- | --- | --- |
| 46 | COc1ccc(NC(=O)C2CCN(S(=O)(=O)c3ccc4c(c3)CCCC(=O)N4)CC2)cc1Cl | 7% |
| 37 | CCN1CCN(C(=O)c2cnn(-c3cccc(C)c3)c2C2CCN(C(=O)OC(C)(C)C)CC2)CC1 | 5% |
| 47 | COc1ccc2sc(N(Cc3cccnc3)C(=O)c3cccs3)nc2c1 | -6% |

(more compounds)
No.	SMILES	Tau fibril ThT	Tau FP inhib	Tau fluor counter
49	COc1ccc(NC(=O)c2cc3c(=O)n(Cc4cccnc4)ccc3nc2C)c(OC)c1	-7%	5%	-9%
50	COC(=O)CC1c2cc(OC)c(OC)cc2CCN1C(=O)Nc1ccc(C)cc1Cl (stereo not drawn)	3%	2%	4%
51	CC1CCN(S(=O)(=O)c2ccc3[nH]cc(C(=O)NCc4ccc(F)cc4)c(=O)c3c2)CC1	6%	?	-19%
52	O=C(CSC1=Nc2ccccc2N=C(c2ccc(F)cc2)C1)Nc1ccc(Cl)cc1	12%	-11%	-13%
53	CC(=O)C1=C(c2ccc(C)c(C)c2)N(C(C)=O)n2c(nnc2-c2ccc(Cl)cc2)S1	?	-10%	-29%
54	Cc1ccc(S(=O)(=O)Nc2cc3c(cc2C)n(C)c(=O)c(=O)n3C)cc1	-6%	-3%	-2%
55	CCN(c1cccc(C)c1)S(=O)(=O)c1ccc2[nH]cc(C(=O)NCCCOC)c(=O)c2c1	-3%	?	?
56	Cc1ccc(NC(=O)Cn2cc(C(=O)c3ccco3)c3ccccc32)c(C)c1	-17%	-14%	-12%
57	O=C(COc1ccccc1)Nc1nnc(SCc2cc(=O)c3ccccc3[nH]2)s1	-11%	-4%	-8%
58	CCOc1ccccc1CNC(=O)c1cccn1-c1nnc(N2CCCC2)s1	7%	4%	9%
59	COc1ccc(CCC(=O)NCc2nc3cccnc3n2Cc2cccc(OC)c2)cc1	-3%	3%	-14%
60	CCCC(=O)Nc1nnc(SCc2cc(=O)c3cc(C)ccc3[nH]2)s1	3%	-10%	1%
61	COc1ccc(-n2ncc3c(NCCCOC(C)C)ncnc32)cc1	-11%	-18%	-15%
62	CCOC(=O)c1ccc(N2CCN(c3ccccc3OC)CC2)c(NC(=O)Nc2ccc(CC)cc2)c1	10%	11%	-10%
63	Cc1ccc(Nc2cc(C)nc(-n3nc(C)cc3C)n2)cc1	-11%	-1%	-14%
64	COc1ccccc1CNc1cc(C)nc2nc(-c3ccc(C)cc3)nn12	0%	0%	6%
65	CCOC(=O)c1c(C)[nH]c(C)c1S(=O)(=O)N1CCC(C(=O)N2CCN(c3ccccc3F)CC2)CC1	6%	5%	4%
66	CCOC(=O)c1cccc(Nc2ccc3cc(S(=O)(=O)N4CCCCC4)ccc3n2)c1	?	?	11µM*[quencher]
67	CCOc1ccccc1CNS(=O)(=O)c1ccc2c(c1)C(C)(C)C(=O)N2C	-2%	0%	-6%
68	O=C(NCCOCCO)C(=O)Nc1c2c(nn1-c1ccc(F)cc1)CSC2	-5%	-11%	-2%
69	COc1ccc(-n2ncc(C(=O)NCCc3ccsc3)c2C2CCN(C(=O)OC(C)(C)C)CC2)cc1	-8%	3%	-8%
70	CC(C)CN(CCNC(=O)CCN1N=C(c2ccccc2)CCC1=O)CC(C)C	-3%	5%	-1%
71	O=C(CSc1n[nH]c(-c2ccccc2Cl)n1)N1CCN(c2ccccc2)CC1	-16%	10%	-13%
72	CCn1ccc2cc(S(=O)(=O)N3CCCN(C(=O)NCCOC)CC3)ccc21	-2%	-8%	-3%
73	COc1ccc(NC(=O)C2=C(C)Nc3ncnn3C2c2ccc(O)cc2)cc1 (stereo not drawn)	-1%	-5%	-1%
74	Cc1ccc(-n2c(SCc3ccccc3F)nc3[nH]ncc3c2=O)cc1Cl	1%	-15%	-26%
75	CC(=O)Nc1ccc(S(=O)(=O)N2CCN(c3ccccc3)CC2)cc1	-2%	?	-13%
76	CCN(Cc1ccccc1)C(=O)C1CCN(S(=O)(=O)c2c(C)noc2/C=C/c2ccc(C)cc2)CC1	0%	-4%	2%
77	COc1ccc(NC(=O)CSc2nnc(NC(=O)NC3CCCCC3)s2)cc1OC	?	3%	?
78	COc1ccc(-c2nc(CCNC(=O)c3cccs3)cs2)cc1OC	-13%	-7%	-11%
79	Fc1ccc(-n2cc(-c3ccccc3)c3c(NC4CCCCC4)ncnc32)cc1	-11%	7%	-5%
80	CCc1ccc(NC(=O)N2CCN(Cc3cc(=O)n4nc(-c5ccccc5OC)sc4n3)CC2)cc1	-10%	0%	-5%

Only part of the results is shown (hit frequency here may not be typical).
